# UBC13 inh: human UBC13 polyubiquitination inhibition | P61088 | 330,000 compounds, 0.47% hits | AID 485273 | UBC13 polyubiquitin chain formation, TR-FRET | inhibition, % at 20 µM; in the data active means inhibition above about 45%, passing the limit was not always enough; inconclusive means no clear call, values can overlap the other calls
# Target sequence (P61088 whole entry, looked up): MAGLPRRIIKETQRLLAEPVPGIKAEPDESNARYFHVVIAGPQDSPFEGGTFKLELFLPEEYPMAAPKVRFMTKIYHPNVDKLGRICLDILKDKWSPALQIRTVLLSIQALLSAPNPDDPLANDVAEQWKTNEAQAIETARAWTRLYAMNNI
# EBI2 antag: blocks human EBI2 receptor beta-arrestin signaling. EBI2 beta-arrestin recruitment, luminescence, 7a,25-OHC stimulated. inhibition, % at 5 µM. 360,000 compounds, 0.81% hits; in the data active means inhibition above about 38%;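 further: enzyme fragment complementation signal reports receptor beta-arrestin coupling in cells; 0% = agonist plus DMSO wells and 100% = wells without agonist; some results beyond the cut were filed as inactive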
# APJ agonist: APJ receptor agonism; P35414; CHO-K1 APJ PathHunter beta-arrestin, luminescence; 0% DMSO wells, 100% apelin; activation, % at 20 µM; 330,000 compounds, 0.11% hits; AID 2520;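 active means activation more than six SD over the plate average, tested at 20 µM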;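 further: 0% = DMSO alone and 100% = apelin-13 at 10 nM; some results filed as inactive read as strong as hits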
# Target sequence (P35414 whole entry, looked up): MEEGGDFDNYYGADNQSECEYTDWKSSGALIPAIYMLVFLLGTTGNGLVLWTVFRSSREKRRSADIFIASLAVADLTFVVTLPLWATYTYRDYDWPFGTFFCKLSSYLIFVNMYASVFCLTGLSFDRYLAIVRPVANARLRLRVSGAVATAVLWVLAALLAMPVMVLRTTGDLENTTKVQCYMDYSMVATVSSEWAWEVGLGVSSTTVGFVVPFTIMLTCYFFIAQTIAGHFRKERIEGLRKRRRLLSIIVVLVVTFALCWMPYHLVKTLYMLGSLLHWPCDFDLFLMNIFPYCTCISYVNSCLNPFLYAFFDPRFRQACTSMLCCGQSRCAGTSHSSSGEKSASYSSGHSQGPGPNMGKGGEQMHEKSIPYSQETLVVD
#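 assay system = CHO-K1 APJ beta-arrestin complementation cell line | input = cell density 1000 per well | dosing = compound 20 µM once, DMSO 1% | timing = compound 90 min 25 °C, reagent 1 h | measured by = luminescence from split beta-galactosidase complementation, Galacton Star/Emerald II substrate | read-out basis = APJ agonist activity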
# Gli-Sufu block: antagonists of Gli-Sufu signaling | Sufu-KO-LIGHT fibroblasts, Gli luciferase reporter luminescence | inhibition, % at 5 µM | 340,000 compounds, 0.74% hits;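 active means inhibition above about 55%, limit read from the data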;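 further: 0% = DMSO-treated cells and 100% = wells with medium but no cells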
# CCR6 antagonist: CCR6 (human) receptor antagonism; P51684; inhibition, % at 20 µM; AID 493098; 340,000 compounds, 0.49% hits; CHO-K1 CCR6 PathHunter beta-arrestin, luminescence, CCL20-stimulated;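 active means compounds whose inhibition of the agonist-driven luminescence signal at 20 µM reaches about 50%, limit read from the data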;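 further: cells stimulated with CCL20 at 14 nM final; plate controls were DMSO with CCL20 for no effect and DMSO without agonist for full effect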
# Target sequence (P51684 whole entry, looked up): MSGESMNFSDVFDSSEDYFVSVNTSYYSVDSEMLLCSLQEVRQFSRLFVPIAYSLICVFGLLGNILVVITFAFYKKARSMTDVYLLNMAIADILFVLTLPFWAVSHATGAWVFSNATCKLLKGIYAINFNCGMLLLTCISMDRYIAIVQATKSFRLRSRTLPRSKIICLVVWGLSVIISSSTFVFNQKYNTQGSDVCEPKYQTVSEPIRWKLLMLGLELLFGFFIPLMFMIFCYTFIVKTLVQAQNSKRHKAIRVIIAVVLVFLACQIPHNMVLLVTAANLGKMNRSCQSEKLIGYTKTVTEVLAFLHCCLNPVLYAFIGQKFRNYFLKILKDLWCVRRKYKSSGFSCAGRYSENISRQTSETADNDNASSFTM
# ATG4B inhibitor: ATG4B (human) cysteine protease inhibition. Q9Y4P1. ATG4B cleavage of LC3-PLA2, NBD-HPC fluorescence, 1 h. inhibition, % at 8.33 µM. 340,000 compounds, 0.51% hits. AID 504462; in the data active means inhibition above about 40%
# APJ antagonist: APJ receptor antagonism; P35414; CHO-K1 APJ beta-arrestin complementation, luminescence; inhibition, % at 20 µM; 330,000 compounds, 0.32% hits; AID 2521;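 active means inhibition above about 40% at 20 µM, limit read from the data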;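 further: cells challenged with 10 nM apelin-13 agonist together with compound; plate controls were apelin-13 plus DMSO wells for no effect and DMSO wells lacking apelin-13 for full effect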
# CXCR6 block: blocks human CXCR6 beta-arrestin recruitment | 360,000 compounds, 0.36% hits | inhibition, % at 20 µM | CHO-K1 PathHunter CXCR6 beta-arrestin, luminescence | O00574; in the data active means inhibition above about 34%, passing the limit was not always enough;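 further: antagonist mode with CXCL16 agonist at 10 nM final; 0% = 10 nM CXCL16 with DMSO and 100% = unstimulated wells without agonist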
# * = called active by the depositor; ? = inconclusive; / = not tested or not shown.
# Screens in order – UBC13 inh, EBI2 antag, APJ agonist, Gli-Sufu block, CCR6 antagonist, ATG4B inhibitor, APJ antagonist, CXCR6 block
Cc1cc2c(cc1S(=O)(=O)NCc1ccccc1)n(C)c(=O)c(=O)n2C
 : 6, -1, 0, 5, -11, -4, -30, 7
O=C(O)CCc1ccc(-c2ccccc2)o1
 : -10, -11, 4, 1, -9, -2, -19, 2
O=C(CCc1nnc(Cc2c[nH]c3ccccc23)o1)NC(C1CC1)C1CC1
 : 3, 9, -3, 2, 1, -5, 16, 0
O=C(CSc1nc2ccccc2c(=O)n1-c1ccccc1)N1CCc2ccccc2C1
 : -10, 17, 0, 67*, 7, 23, 7, 3
CC1CCCN(C(=O)NC(=O)c2ccc(Cl)cc2)C1 (configuration not stated)
 : -4, -21, -10, -1, -2, -5, 8, -4
COCC(=O)N(C)[C@H]1C[C@H]2c3cc(-c4ccccc4)ccc3CCN2C(=O)[C@H]1[C@H](C)O
 : /, 2, /, 0, -5, -9, /, 7
CC(C)(CCO)Nc1ncnc2onc(-c3ccc(F)cc3)c12
 : 1, -13, -2, -5, 9, 3, 15, 6
CCS(=O)(=O)c1ccc2oc(SCC(=O)Nc3ccc(OC)cc3OC)nc2c1
 : 5, -4, -4, -3, -3, -6, 1, -9
N#Cc1ccc2c(c1)nc1ccccn12
 : 14, -4, 1, -2, 1, 1, -4, -4
CC(C)C(=O)Nc1nnc(SCC(=O)Nc2ccc3c(c2)OCCO3)s1
 : -20, -2, 1, 0, 2, -5, 4, -2
Cc1ccc(S(=O)(=O)N2CCOCC2)cc1NC(=O)COC(=O)CNC(=O)c1ccc(Oc2ccccc2)cc1
 : 1, -19, -2, -6, 9, -15, -24, 0
COc1ccccc1NCC(=O)N/N=C(\C)c1ccc(Br)s1
 : 3, 13, -1, -3, -13, -14, 2, 1
OCC1(CCOc2ccccc2)CCN(Cc2cccn2-c2ncccn2)CC1
 : -5, 9, -3, 21, 12, 4, 6, -2
CCOc1ccc(-n2nc3c(=S)[nH]nc(C)c3c2C)cc1
 : ?, -5, -1, -1, 1, -5, -6, 0
Cc1ccc(S(=O)(=O)N(c2nc(N(C)C)nc(N(C)C)n2)n2cnnc2)cc1
 : 3, 8, -3, 3, 1, 6, -4, 10
CC(C)CC1C(C#N)=C(N)Oc2n[nH]c(-c3cccs3)c21 (configuration not stated)
 : -13, 2, -1, 9, 5, 2, 3, -2
CC(=O)c1ccccc1OC(=O)CCN1C(=O)c2ccccc2C1=O
 : 6, 5, -3, 5, 5, 12, -2, 2
O=C(CN1C(=O)C2CC=CCC2C1=O)Nc1ccc(Br)cc1 (configuration not stated)
 : 2, 2, -3, -4, -1, 0, 25, -1
COc1ccccc1CNC(=O)N1CCN(c2ccccc2Cl)CC1
 : -3, 3, -4, -1, 6, 4, -24, 4
COc1ccc(CNC(=O)C2CCN(S(=O)(=O)N3CCCC3)CC2)c(OC)c1
 : -4, 3, 1, 1, -4, -17, -12, 5
Cc1cc(-n2nc(C)cc2C)n2ncc(-c3ccccc3)c2n1
 : 3, 17, -2, -26, 15, 6, 12, -1
O=C(CSc1ncccn1)NN=C1CCCCCC1
 : 2, -13, -1, -4, 9, -1, 6, 3
Cc1ccc(C)c(OCCCCN2CCNCC2)c1C
 : -6, -6, -3, 0, 11, 11, -6, 2
O=C(Nc1ccc2c(c1)C(=O)NC2=O)c1ccccc1Cl
 : 8, 2, -2, 11, 3, 1, -83, -2
CCCc1sc(N/N=C/c2ccccn2)nc1-c1ccc(F)cc1
 : -17, 17, -6, 60*, 69*, 7, 18, 37
COc1cc(/C=C(/C(=O)c2cccs2)c2nc3ccccc3[nH]2)ccc1O
 : -28, 7, -5, 8, 21, -2, 24, 19
CC(C)(CO)CNC1CCCN(C2Cc3ccccc3C2)C1 (configuration not stated)
 : 3, -1, -1, 20, 2, -4, -12, 2
Cc1cc(C)nc(NS(=O)(=O)c2ccc(NS(=O)(=O)c3ccsc3)cc2)n1
 : 0, -4, -3, 4, -4, 1, -2, -23
Cc1cccc(Cl)c1OCCN1CCCC1
 : 3, 1, -3, 19, 8, 4, 18, 5
COc1ccc(C(CNC(=O)CN2C(=O)NC3(CCCC3)C2=O)N(C)C)cc1 (configuration not stated)
 : -4, -2, 0, 8, 0, 1, 2, 1

# Sorted by value in ATG4B inhibitor (falling): 5 from the list above.
Structure,UBC13 inh,EBI2 antag,APJ agonist,CCR6 antagonist,ATG4B inhibitor,APJ antagonist,CXCR6 block
Cc1ccc(S(=O)(=O)N(c2nc(N(C)C)nc(N(C)C)n2)n2cnnc2)cc1,3,8,-3,1,6,-4,10
O=C(CN1C(=O)C2CC=CCC2C1=O)Nc1ccc(Br)cc1 (configuration not stated),2,2,-3,-1,0,25,-1
COc1cc(/C=C(/C(=O)c2cccs2)c2nc3ccccc3[nH]2)ccc1O,-28,7,-5,21,-2,24,19
CC(C)(CO)CNC1CCCN(C2Cc3ccccc3C2)C1 (configuration not stated),3,-1,-1,2,-4,-12,2
CC(C)C(=O)Nc1nnc(SCC(=O)Nc2ccc3c(c2)OCCO3)s1,-20,-2,1,2,-5,4,-2

# (cont.)
# Screens in order – UBC13 inh, EBI2 antag, APJ agonist, Gli-Sufu block, CCR6 antagonist, ATG4B inhibitor, APJ antagonist, CXCR6 block
CCOC(=O)c1c(C)[nH]c(C(=O)COC(=O)c2ccco2)c1C
 : 18, -9, -3, 0, 3, 3, -4, -11
CCCCc1ccc(NC(=O)c2ccc(N(C)S(C)(=O)=O)cc2)cc1
 : -16, -3, 0, 5, 10, -3, 4, 2
CCc1cc(=O)oc2c(C)c(OS(C)(=O)=O)ccc12
 : 16, 1, 0, -5, 8, 4, 9, -1
CC(O)CC(C)O (configuration not stated)
 : 8, 6, -1, -2, 2, 2, -4, 5
COc1ccc2oc(N)c(C=O)c(=O)c2c1
 : 6, -1, -5, 3, 4, -1, -4, -4
Cc1cccc2c1cnn2C(=O)Nc1cc(F)ccc1F
 : 2, -2, -6, -79, 6, 0, -7, -8
CCN1CCN(C(=O)C2CCN(c3nnc(-n4c(C)ccc4C)s3)CC2)CC1
 : 4, -5, -2, 4, -3, -1, 2, -4
C/C(=N\Nc1nc(N)cc(Cl)n1)c1cccc(N)c1
 : 8, -9, -3, -2, -2, -6, 1, -8
N#Cc1c2ncn(CC(=O)c3ccc(Br)cc3)c(=O)c2c2n1CCC2
 : 0, 1, 0, 7, 7, -11, 11, 1
COc1ccc(C=NCCCN2CCOCC2)cc1
 : -7, 6, -2, 5, 1, 3, 4, 8
CCN1CCc2c(OCC(=O)N3N=C(c4cccs4)CC3c3ccc(F)cc3)cccc2C1=O (configuration not stated)
 : 2, 16, -3, 17, 27, 36, -1, 8
COC(C/C=C/[C@@H](O)[C@@H](C)OCc1ccccc1)OC
 : 2, -2, -3, -6, 8, -3, 10, -4
COC(=O)c1ccccc1NC(=O)N1CCN(S(C)(=O)=O)CC1
 : -3, -7, 0, -24, 6, 6, -16, -1
Cc1ccc(S(=O)(=O)NCC2NCCc3ccccc32)cc1 (configuration not stated)
 : 10, -1, -3, 8, -2, -9, 8, 5
COc1ccc(CCC(=O)Nc2cccc(S(=O)(=O)N3CCCCCC3)c2)cc1OC
 : 4, 6, -3, 0, -2, -5, 4, 5
Cc1nc(S(=O)(=O)Cc2ccccc2)nc2c1CCC2
 : 7, -8, -2, -15, 11, -2, -4, 2
O=C1c2cc3ccccc3c(-c3ccccc3)c2C(=O)N1c1ccccn1
 : 0, 8, -4, -13, 1, -6, -21, 8
O=S(=O)(c1ccccc1)N1CCN(Cc2ccc(Cl)cc2)CC1
 : 1, -7, 0, 9, 29, -2, -1, -6
Cc1cc(C)n(C(=O)c2cccc([N+](=O)[O-])c2C)n1
 : -5, -3, -3, -4, -13, 3, 13, -1
CCOC(=O)c1c(NC(=O)CN2C(=O)NC3(CCCCC3C)C2=O)sc(C)c1C (configuration not stated)
 : 7, 1, -2, 6, 15, 14, 10, -4
Cc1cc(C)c(S(=O)(=O)Nc2ccccc2C(=O)N2CCOCC2)c(C)c1
 : -9, -6, 0, 7, 3, 0, 9, -3
CN(C)C(CNC(=O)CSc1nnc(-c2ccco2)o1)c1ccccc1 (configuration not stated)
 : -10, -8, -5, 2, 18, 0, -13, -3
CCOc1ccc(NC(=O)CN(C)C(=O)CSCc2cccc(C)c2)cc1OCC
 : 0, -3, 0, 3, 11, 0, 13, -2
CCc1c(C)[nH]n(-c2nc(-c3cccc([N+](=O)[O-])c3)cs2)c1=O
 : 1, 18, -1, 9, 10, -16, 7, 6
O=C(Nc1nnc(C2CC2)s1)c1cccs1
 : -4, 7, 6, -44, 2, -5, -8, 2
CCCc1[nH]n(-c2nc3ccccc3s2)c(=O)c1C=NCCCOC
 : 11, 1, -5, -1, 6, -5, 0, -2
Cc1c(S(=O)(=O)c2ccccn2)c(N)n(Cc2ccccc2)c1C
 : -7, 14, 4, -9, 2, -9, 11, 8
COc1ccc(-c2cc(C(F)(F)F)nc(NCc3cccnc3)n2)cc1
 : 11, 3, -1, 6, 16, -3, 0, 4
O=C(COC(=O)c1ccco1)NCc1ccc(F)cc1
 : 4, -10, -2, -2, 0, -7, 13, 1
CCOc1cc(C(=S)N2CCCC2)ccc1OCc1ccccc1
 : 2, -1, -1, -10, 18, -3, -15, -2

# As entered above.
# Result for COc1ccccc1CNC(=O)N1CCN(c2ccccc2Cl)CC1 in CCR6 antagonist: 6
# Result for CC(O)CC(C)O (configuration not stated) in ATG4B inhibitor: 2
# Result for O=C(CSc1ncccn1)NN=C1CCCCCC1 in CXCR6 block: 3

# The main list resumes with the 3 entries that preceded the break.
SMILES,UBC13 inh,EBI2 antag,APJ agonist,Gli-Sufu block,CCR6 antagonist,ATG4B inhibitor,APJ antagonist,CXCR6 block
COc1ccc(-c2cc(C(F)(F)F)nc(NCc3cccnc3)n2)cc1,11,3,-1,6,16,-3,0,4
O=C(COC(=O)c1ccco1)NCc1ccc(F)cc1,4,-10,-2,-2,0,-7,13,1
CCOc1cc(C(=S)N2CCCC2)ccc1OCc1ccccc1,2,-1,-1,-10,18,-3,-15,-2
Cc1ccc2[nH]c(=O)c(CN3CCCCC3)c(-c3ccccc3)c2c1,-13,8,-2,30,16,1,22,3
Cc1cc(C(=O)CSc2nc3ccccc3o2)c(C)n1C1CC1,6,5,-8,-96,12,7,-13,-8
O=C(Nc1nc2ccccc2[nH]1)Nc1ccccc1F,2,3,-1,-51,-5,-15,-7,1
CCOc1cc(CN2CCN(S(=O)(=O)Cc3ccccc3)CC2)ccc1OC,0,-6,2,20,-1,-14,-5,-14
Nc1ccccc1-c1ccn[nH]1,/,-8,/,-1,-4,-5,/,2
CC(=O)c1ccc(N2CCN(S(=O)(=O)c3cccc4nsnc34)CC2)cc1,-6,1,-3,-1,11,1,1,-2
Cc1ccc(NC(=O)c2ccc3c(c2)OCCO3)cc1C,-2,-2,-1,-151,1,-9,23,3
O=S(=O)(c1ccc(Br)c2ccccc12)N1CCOCC1,0,-5,-2,-9,12,-7,-16,-5
O=C(NC1=NCCS1)c1ccc(Cl)c(S(=O)(=O)N2CCCC2)c1,8,0,-2,-10,4,5,-16,-8
CCN(CC)c1nc(Nc2ccccc2)nc(Oc2ccc(C(=O)OC)cc2)n1,-3,23,-3,10,18,-1,21,9
CSc1nc2sc3c(c2c(=O)n1C)CCCC3,-2,13,-2,-25,10,-6,18,4
O=C(O)CCn1cc(C(=O)O)c(-c2ccccc2)n1,3,7,-3,7,-7,-5,4,-8

# High-throughput results: PubChem, Sanford-Burnham Center for Chemical Genomics
